INS-1E rescue – rescue of cytokine-induced death in INS-1E beta cells | INS-1E cytokine-induced death, ATP luminescence, 48 h; normalised: neutral wells 0, positive control 100 | protection from cytokine-induced ATP loss, % at 10 µM | actives 0.1% (n = 20,000) | AID 488910;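 active means mean replicate protection from cytokine-induced ATP loss at least 50% and at least 75% of replicates each reaching 50%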
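Material: INS-1E rat cells; Quantity: 8000 cells/well; Buffer or medium: phenol-red-free RPMI with 5% fetal bovine serum; Probe or stimulus: cytokine cocktail of IFN-γ, TNF-α and IL-1β; Compound dosing: single test concentration per compound, delivered by pin transfer; Incubation: 48 h co-treatment, 10 min post-lysis read; Signal: CellTiter-Glo luminescence.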
T cruzi intra – intracellular Trypanosoma cruzi inhibition; intracellular Trypanosoma cruzi in host cells, plate reader; activity score (inhibition), % at 5.01 µM; actives 4.9% (n = 22,000); AID 651903; in the data active means activity score above about 55%;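 further: parasites and compound incubated about four days before reading; 0% = median of neutral control wells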
Active calls of the source: *; x = no result given. Only part of the results is shown. The share of hits here may be higher or lower than overall.

Screens in order – T cruzi intra | INS-1E rescue
C[C@@H]1CN([C@@H](C)CO)C(=O)Cc2cc(NC(=O)CCN3CCOCC3)ccc2O[C@@H]1CN(C)S(=O)(=O)c1cn(C)cn1
 : -17.6 | 8.2
C[C@H]1CN([C@@H](C)CO)C(=O)c2cccc(NC(=O)Nc3ccc(F)cc3)c2O[C@@H]1CN(C)Cc1ccc(-c2ccccc2)cc1
 : -14.5 | -33.6
Cc1noc(C)c1NC(=O)N(C)C[C@H]1Oc2c(NC(=O)NC(C)C)cccc2C(=O)N([C@H](C)CO)C[C@H]1C
 : -11.7 | 8.2
C[C@H](CO)N1C[C@H](C)[C@@H](CN(C)Cc2ccc(O)cc2)OCc2cnnn2CCCC1=O
 : -17.4 | x
C[C@@H]1CN([C@@H](C)CO)C(=O)c2cccc(NC(=O)NC3CCCCC3)c2O[C@@H]1CN(C)Cc1ccc(Cl)c(Cl)c1
 : -51.6 | -18.5
CC(C)NC(=O)Nc1ccc2c(c1)C(=O)N([C@H](C)CO)C[C@H](C)[C@H](CN(C)C(=O)Nc1ccc(C(F)(F)F)cc1)O2
 : 2.6 | -9.7
COc1ccc(NC(=O)Nc2ccc3c(c2)CC(=O)N([C@H](C)CO)C[C@H](C)[C@H](CN(C)Cc2ccc(-c4ccccc4)cc2)O3)cc1
 : 15.1 | -35.9
C[C@H]1CN([C@@H](C)CO)C(=O)CCCn2cc(nn2)CO[C@@H]1CN(C)C(=O)Oc1ccccc1
 : -10.6 | x
CC(C)NC(=O)N(C)C[C@H]1Oc2ccc(NC(=O)Nc3cccc4ccccc34)cc2C(=O)N([C@H](C)CO)C[C@H]1C
 : 1.2 | 12.7
CC(C)NC(=O)Nc1ccc2c(c1)C(=O)N([C@H](C)CO)C[C@H](C)[C@@H](CN(C)CC1CC1)OCCCC[C@@H](C)O2
 : -11.9 | -3.2
O=C(CCCCCC(=O)Nc1ccccc1O)N/N=C\c1cccnc1Br
 : -0.9 | -6.7
C[C@@H]1CN([C@@H](C)CO)C(=O)Cc2cc(NC(=O)CCN3CCOCC3)ccc2O[C@@H]1CN(C)CC1CCCCC1
 : 3.4 | -14.1
COc1ccc(NC(=O)Nc2ccc3c(c2)C(=O)N([C@@H](C)CO)C[C@H](C)[C@H](CN(C)Cc2ccc4c(c2)OCO4)O3)cc1
 : -7.1 | 0.0
C[C@@H]1CN([C@H](C)CO)C(=O)c2cccc(NC(=O)C3CCCCC3)c2O[C@H]1CN(C)C(=O)Nc1ccc(C(F)(F)F)cc1
 : -6.9 | 0.2
C[C@H]1CN([C@@H](C)CO)C(=O)c2cc(NC(=O)Nc3cccc4ccccc34)ccc2O[C@@H]1CN(C)C(=O)Nc1ccc(C(F)(F)F)cc1
 : -14.2 | -26.1
C[C@@H]1CN([C@@H](C)CO)C(=O)c2cccc(NS(=O)(=O)c3ccc(F)cc3)c2O[C@@H]1CN(C)S(C)(=O)=O
 : -5.7 | 6.5
C[C@@H]1CN([C@H](C)CO)C(=O)Cc2cc(NC(=O)Nc3ccc4c(c3)OCO4)ccc2O[C@H]1CN(C)C(=O)Nc1ccccc1
 : x | -5.4
Cc1cc(C(=O)Nc2cccc3c2O[C@@H](CN(C)C(=O)Nc2ccccc2)[C@@H](C)CN([C@@H](C)CO)C3=O)n(C)n1
 : -16.4 | 5.4
C[C@H](CO)N1C[C@H](C)[C@H](CN(C)C(=O)Nc2cccc3ccccc23)Oc2ccc(NC(=O)Cc3cn(C)c4ccccc34)cc2CC1=O
 : -3.6 | 3.1
COc1ccc(NC(=O)N(C)C[C@@H]2Oc3ccc(NC(=O)C4CCCCC4)cc3CC(=O)N([C@@H](C)CO)C[C@@H]2C)cc1
 : -3.6 | -1.4
COc1ccc(S(=O)(=O)N(C)C[C@@H]2Oc3ccc(NC(=O)Nc4ccccc4)cc3C(=O)N([C@H](C)CO)C[C@@H]2C)cc1
 : -0.9 | x
Cc1noc(C)c1NC(=O)Nc1ccc2c(c1)CC(=O)N([C@@H](C)CO)C[C@@H](C)[C@@H](CN(C)S(C)(=O)=O)O2
 : -9.3 | 13.9
C[C@@H]1CN([C@H](C)CO)C(=O)c2cc(NS(=O)(=O)c3cccs3)ccc2O[C@H]1CN(C)S(=O)(=O)c1ccc(F)cc1
 : -7.3 | x
C[C@H](CO)N1C[C@H](C)[C@@H](CN(C)C(=O)Nc2cccc(Oc3ccccn3)c2)OCc2cnnn2CCCC1=O
 : -17.4 | 11.2
Cc1noc(C)c1NC(=O)N(C)C[C@H]1Oc2c(NC(=O)CCCCCC(=O)Nc3ccccc3N)cccc2C(=O)N([C@@H](C)CO)C[C@H]1C
 : -15.2 | 2.7
C[C@H]1CN([C@@H](C)CO)C(=O)c2cccc(NC(=O)c3ccncc3)c2O[C@H]1CN(C)S(=O)(=O)c1cccs1
 : -15.4 | 5.1
C[C@H](CO)N1C[C@H](C)[C@H](CN(C)Cc2ccc(Cl)c(Cl)c2)Oc2ccc(NC(=O)C3CC3)cc2CC1=O
 : 31.8 | 0.1
C[C@H]1CN([C@@H](C)CO)C(=O)c2cc(NC(=O)Cc3ccccc3)ccc2O[C@H]1CN(C)S(C)(=O)=O
 : -7.0 | 9.0
C[C@H]1CN([C@@H](C)CO)C(=O)c2cc(NC(=O)Cn3cnnn3)ccc2O[C@@H]1CN(C)S(=O)(=O)c1ccc(F)cc1
 : -10.3 | 7.6
C[C@@H]1CN([C@H](C)CO)C(=O)CCCn2cc(nn2)CO[C@H]1CN(C)C(=O)Nc1cccc(Oc2ccccn2)c1
 : -7.1 | x

Next part.
Screens in order – T cruzi intra | INS-1E rescue
C[C@@H]1CN([C@H](C)CO)C(=O)Cc2cc(NS(C)(=O)=O)ccc2O[C@H]1CN(C)S(C)(=O)=O
 : -3.3 | 3.8
COc1ccc(S(=O)(=O)Nc2ccc3c(c2)C(=O)N([C@H](C)CO)C[C@H](C)[C@H](CN(C)S(=O)(=O)c2ccc(F)cc2)OCCCC[C@@H](C)O3)cc1
 : 25.7 | -12.6
COc1ccc(NC(=O)N(C)C[C@@H]2Oc3c(NC(=O)c4cnccn4)cccc3C(=O)N([C@H](C)CO)C[C@@H]2C)cc1
 : 2.8 | 8.5
COc1ccc(NC(=O)Nc2ccc3c(c2)C(=O)N([C@H](C)CO)C[C@@H](C)[C@H](CN(C)S(=O)(=O)c2ccc(Cl)cc2)O3)cc1
 : 6.0 | -2.6
Cc1noc(C)c1NC(=O)N(C)C[C@H]1Oc2ccc(NC(=O)Nc3ccc(F)cc3)cc2C(=O)N([C@H](C)CO)C[C@H]1C
 : -23.8 | -0.9
C[C@H]1CN([C@@H](C)CO)C(=O)c2cccc(NS(C)(=O)=O)c2O[C@@H]1CN(C)Cc1ccncc1
 : -10.3 | 4.7
COc1ccc(S(=O)(=O)Nc2cccc3c2O[C@H](CN(C)C(=O)Nc2ccccc2)[C@@H](C)CN([C@H](C)CO)C3=O)cc1
 : -41.5 | 8.1
C[C@@H]1CN([C@H](C)CO)C(=O)Cc2cc(N(C)C)ccc2O[C@@H]1CN(C)S(=O)(=O)c1cn(C)cn1
 : -8.2 | 2.5
COc1ccc(CN(C)C[C@@H]2Oc3ccc(NS(=O)(=O)c4ccc(C)cc4)cc3C(=O)N([C@@H](C)CO)C[C@@H]2C)cc1
 : 2.3 | -6.9
COc1ccc(NC(=O)Nc2cccc3c2O[C@H](CN(C)S(C)(=O)=O)[C@H](C)CN([C@H](C)CO)C3=O)cc1
 : -15.2 | 6.2
Cc1noc(C)c1NC(=O)Nc1ccc2c(c1)CC(=O)N([C@H](C)CO)C[C@@H](C)[C@H](CN(C)S(=O)(=O)c1ccccc1)O2
 : -11.0 | 13.2
O=C(N/N=C/c1cc(I)cc(I)c1O)c1ccccn1
 : 91.4* | -107.1
C[C@H]1CN([C@@H](C)CO)C(=O)Cc2cc(NC(=O)NC3CCCCC3)ccc2O[C@H]1CN(C)C(=O)Nc1ccc(F)cc1
 : -24.2 | 11.9
COc1ccc(S(=O)(=O)Nc2ccc3c(c2)C(=O)N([C@@H](C)CO)C[C@H](C)[C@H](CN(C)S(=O)(=O)c2c(C)noc2C)O3)cc1
 : 9.4 | 1.1
C[C@H]1CN([C@@H](C)CO)C(=O)c2cccc(NC(=O)c3nc4ccccc4s3)c2O[C@@H]1CN(C)S(=O)(=O)c1ccc(Cl)cc1
 : 78.5* | -16.9
COc1cccc(S(=O)(=O)N(C)C[C@@H]2Oc3ncc(-c4cc5ccccc5o4)cc3C(=O)N([C@H](C)CO)C[C@@H]2C)c1
 : 53.2 | x
CNC[C@@H]1Oc2c(NC(=O)c3ccncc3)cccc2C(=O)N([C@H](C)CO)C[C@H]1C
 : -13.0 | -0.3
COc1ccc(/C=N/NC(=O)CCCCCCC(=O)Nc2ccccc2O)cc1Br
 : 2.3 | 4.4
C[C@H](CO)N1C[C@H](C)[C@H](CN(C)Cc2ccc(-c3ccccc3)cc2)Oc2ccc(NC(=O)CCCN(C)C)cc2CC1=O
 : -26.5 | 1.4
COc1ccc(NC(=O)N(C)C[C@@H]2OCCCC[C@@H](C)Oc3ccc(NC(=O)CCCN(C)C)cc3C(=O)N([C@H](C)CO)C[C@@H]2C)cc1
 : -17.0 | 4.8
C[C@H]1CN([C@@H](C)CO)C(=O)c2cc(NS(=O)(=O)c3ccc(Cl)cc3)ccc2O[C@@H]1CN(C)Cc1ccc(C(=O)Nc2ccccc2N)cc1
 : 30.0 | -4.1
COc1ccc(NC(=O)N(C)C[C@H]2Oc3ccc(NS(=O)(=O)c4ccccc4)cc3C(=O)N([C@@H](C)CO)C[C@@H]2C)cc1
 : 4.5 | x
Cc1noc(C)c1S(=O)(=O)Nc1ccc2c(c1)C(=O)N([C@H](C)CO)C[C@H](C)[C@@H](CN(C)Cc1ccncc1)O2
 : -18.4 | 3.0
Cc1noc(C)c1NC(=O)N(C)C[C@H]1OCCCC[C@@H](C)Oc2ccc(NS(=O)(=O)c3c(C)noc3C)cc2C(=O)N([C@H](C)CO)C[C@@H]1C
 : -11.1 | 7.7
C[C@H](CO)N1C[C@H](C)[C@H](CN(C)Cc2ccc(C(F)(F)F)cc2)Oc2c(NC(=O)Nc3ccc(F)cc3)cccc2C1=O
 : -2.8 | -23.7
C[C@H](CO)N1C[C@H](C)[C@H](CN(C)C(=O)Nc2cccc3ccccc23)Oc2ccc(NS(C)(=O)=O)cc2C1=O
 : -26.1 | 4.7
C[C@H](CO)N1C[C@H](C)[C@@H](CN(C)S(=O)(=O)c2ccccc2)Oc2c(NS(=O)(=O)c3ccccc3)cccc2C1=O
 : 5.0 | 8.5
C[C@H](CO)N1C[C@H](C)[C@H](CN(C)S(=O)(=O)c2cccs2)Oc2c(NS(C)(=O)=O)cccc2C1=O
 : -17.7 | 10.3
Cc1nnc(Sc2ccc(/C=N/NC(=O)CCCCC(=O)NO)o2)n1C
 : -2.2 | 8.6
C[C@@H]1CN([C@@H](C)CO)C(=O)Cc2cc(NC(=O)Cc3cn(C)c4ccccc34)ccc2O[C@@H]1CN(C)Cc1ccc(C(F)(F)F)cc1
 : 63.4* | 0.1

(continued)
Screens in order – T cruzi intra | INS-1E rescue
COc1ccc(NC(=O)N(C)C[C@@H]2Oc3ccc(NS(C)(=O)=O)cc3C(=O)N([C@@H](C)CO)C[C@@H]2C)cc1
 : 1.4 | 13.9
C[C@@H]1CN([C@@H](C)CO)C(=O)c2cc(N(C)C)ccc2O[C@H]1CN(C)S(C)(=O)=O
 : -25.4 | 2.1
C[C@@H]1CN([C@H](C)CO)C(=O)c2cccc(NC(=O)CCCCCC(=O)Nc3ccccc3N)c2O[C@@H]1CN(C)S(=O)(=O)c1cccs1
 : 41.0 | -7.0
CNC[C@H]1Oc2ccc(NC(=O)NC3CCCCC3)cc2C(=O)N([C@H](C)CO)C[C@@H]1C
 : 0.8 | 7.7
COc1ccc(CN(C)C[C@H]2Oc3ccc(NC(=O)Nc4cccc5ccccc45)cc3C(=O)N([C@@H](C)CO)C[C@H]2C)cc1
 : 30.7 | 3.1
Cc1ccc(S(=O)(=O)Nc2ccc3c(c2)C(=O)N([C@@H](C)CO)C[C@H](C)[C@@H](CN(C)Cc2ccc4c(c2)OCO4)O3)cc1
 : 8.9 | -9.3
Cc1noc(C)c1NC(=O)Nc1ccc2c(c1)CC(=O)N([C@H](C)CO)C[C@@H](C)[C@@H](CN(C)Cc1ccc3c(c1)OCO3)O2
 : 1.5 | 3.6
C[C@@H]1CN([C@@H](C)CO)C(=O)Cc2cc(NC(=O)Nc3cccc4ccccc34)ccc2O[C@@H]1CN(C)C
 : -7.7 | -3.3
C[C@H]1CN([C@@H](C)CO)C(=O)Cc2cc(NC(=O)Cn3cnnn3)ccc2O[C@@H]1CN(C)Cc1ccc(C(=O)O)cc1
 : -21.7 | 12.7

An excerpt of these results, tab-delimited.
smiles	T cruzi intra	INS-1E rescue
C[C@@H]1CN([C@@H](C)CO)C(=O)c2cc(N(C)C)ccc2O[C@H]1CN(C)S(C)(=O)=O	-25.4	2.1
COc1ccc(CN(C)C[C@H]2Oc3ccc(NC(=O)Nc4cccc5ccccc45)cc3C(=O)N([C@@H](C)CO)C[C@H]2C)cc1	30.7	3.1
Cc1ccc(S(=O)(=O)Nc2ccc3c(c2)C(=O)N([C@@H](C)CO)C[C@H](C)[C@@H](CN(C)Cc2ccc4c(c2)OCO4)O3)cc1	8.9	-9.3
COc1ccc(NC(=O)N(C)C[C@@H]2Oc3ccc(NS(C)(=O)=O)cc3C(=O)N([C@@H](C)CO)C[C@@H]2C)cc1	1.4	13.9
C[C@@H]1CN([C@H](C)CO)C(=O)c2cccc(NC(=O)CCCCCC(=O)Nc3ccccc3N)c2O[C@@H]1CN(C)S(=O)(=O)c1cccs1	41.0	-7.0

Screening data: PubChem, Broad Institute
